Screens from PubChem.
West Nile virus CPE = inhibition of WNV-induced cytopathic effect – cell-based, CPE readout (AID 1621); 290,000 tested, 0.02% active; West Nile virus-infected cells, CPE inhibition; higher % means a stronger effect; one-dose CPE inhibition, % at 10 µM; IC50 in µM for titrated hits; in the data active = a potency from the dose series; also: strong numbers were not always called active
PhoP inhibition = PhoP-dependent GFP reporter repression – Salmonella Typhimurium, primary screen (AID 1863). S. Typhimurium PhoP-regulated promoter GFP reporter, 4 h; higher % means a stronger effect. 300,000 tested, 0.16% active. inhibition, % at 50 µM; hits with a dose series show IC50 in µM;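 active = inhibition over 29.93%, a cutoff 3 SD above the screen mean, later confirmed by dose response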;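 also: 0% = low Mg2+ inducing control and 100% = high Mg2+ repressing control; strong numbers were not always called active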
CSM14.1 death rescue = rescue of cells from ER stress-induced death, primary screen, 384-well, CSM14.1, thapsigargin, ATP luminescence (AID 1222) | cellular ATP content (survival), % at 20 µM; hits with a dose series show EC50 in µM | 190,000 tested, under 10 active | CSM14.1 thapsigargin-induced death rescue, ATP luminescence; higher % means a stronger effect;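 active = EC50 below 50 µM in the dose-response confirmation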;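 also: death triggered by thapsigargin at about 15 µM added after 2 h compound pretreatment; cell ATP read after overnight thapsigargin exposure of roughly 18 to 22 hours; normalized against plate controls of thapsigargin alone and 5% DMSO vehicle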
RSV CPE inhibition = inhibition of RSV-induced cytopathic effect – HEp-2 cells, primary 10 µM value included (AID 2391) | HEp-2 cells, RSV-induced CPE inhibition; higher % means a stronger effect | CPE inhibition, % at 10 µM; hits with a dose series show IC50 in µM | 310,000 tested, 0.13% active; in the data active = a potency from the dose series; also: strong numbers were not always called active
GPR35 arrestin U2OS = inhibition of zaprinast-stimulated GPR35 beta-arrestin translocation – imaging, U2OS, beta-arrestin-GFP, zaprinast agonist, primary screen (AID 2058). inhibition, % at 10 µM, or IC50 in µM where a hit was titrated. U2OS GPR35 beta-arrestin-GFP translocation imaging, zaprinast antagonism; higher % means a stronger effect. 290,000 tested, 0.052% active;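 active = inhibition of at least 50% with at least 30 cells and total cytoplasm GFP at most 10,000,000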
MgcRacGAP inhibition = MgcRacGAP GTPase-activating activity inhibitors, confirmation, biochemical, ADP Hunter fluorescence; 340,000 tested, 0.6% active; MgcRacGAP-stimulated Rac1 GTP hydrolysis, ADP Hunter fluorescence; higher % means a stronger effect; GST-tagged Rac1 F28L mutant substrate; AID 624330; inhibition, % at 30 µM; hits with a dose series show IC50 in µM;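 active = first-screen hits whose inhibition reached a set limit at any dose in the follow-up dose series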;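 also: fluorescence reports GDP produced by GAP-driven GTP hydrolysis; strong numbers were not always called active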
LYP phosphatase = inhibitors of LYP phosphatase, biochemical, fluorescence intensity, uHTS (AID 1779). recombinant LYP phosphatase, fluorescence intensity; higher % means a stronger effect. inhibition, % at 11.5 µM, or IC50 in µM where a hit was titrated. 290,000 tested, 0.054% active; in the data active = inhibition above about 50%;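 also: plate controls were vehicle with enzyme for no effect and no enzyme for full effect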
NS5 inhibitors = flavivirus cap methylation enzyme inhibition – biochemical, confirmation dose response, primary screen (AID 588689) | Dengue-2 NS5 methyltransferase capping enzyme assay, biochemical; higher % means a stronger effect | one-dose inhibition, % at 25 µM; IC50 in µM for titrated hits | 340,000 tested, 0.3% active; in the data active = a potency from the dose series
Large T inhibition = SV40 large T antigen inhibitors, biochemical (AID 1903). one-dose inhibition, % at 20 µM; IC50 in µM for titrated hits. 310,000 tested, 0.39% active. SV40 large T antigen ATPase/helicase inhibition assay; higher % means a stronger effect; in the data active = a potency from the dose series; also: strong numbers were not always called active
NS5 inhibitors pilot replicate = second read-out of NS5 inhibitors, no call of its own (marks repeat the call); inhibition, %; measured here: pilot screen replicate inhibition
Starred values were filed as active, the others as inactive; x = no result given.

SMILES	West Nile virus CPE	PhoP inhibition	CSM14.1 death rescue	RSV CPE inhibition	GPR35 arrestin U2OS	MgcRacGAP inhibition	LYP phosphatase	NS5 inhibitors	Large T inhibition	others
COCC(C)NC(=O)c1ccc(-n2nc(C(F)(F)F)cc2-c2cccs2)cc1 (centres undefined)	1.5%	-1%	3.2%	0.2%	10%	5%	-5%	-1%	-1%
CCCCN(CCCC)C(=O)c1cc(Cl)ccc1[N+](=O)[O-]	-1.1%	-5%	5.8%	2.4%	-2%	-1%	-3%	-12%	9%
COc1cc(/C=N/NC(=O)c2cc3c(ccc4ccccc43)o2)cc(OC)c1O	2.5%	-16%	x	3.8%	10%	-1%	6%	-3%	17%
Cn1c(Cc2nc(-c3cnccn3)no2)nnc1SCC(=O)Nc1ccccc1	0.3%	-5%	x	x	-8%	5%	-8%	-9%	8%
Cc1ccc(S(=O)(=O)NCC(=O)N(CC(=O)NCc2ccccc2)CC2CCCO2)cc1 (centres undefined)	-0.1%	10%	-0.9%	1.0%	-5%	1%	4%	0%	-10%
O=C(COc1ccccc1)Nc1ccccc1NS(=O)(=O)c1cccs1	0.3%	4%	-0.9%	0.6%	10%	11%	-6%	2%	9%
Cc1ccc(C(=O)N2CCCC(C(=O)Nc3cccc(-c4ccc(F)cc4)c3)C2)cn1 (centres undefined)	-0.3%	0%	x	1.8%	-5%	12%	-7%	-6%	12%
CCNC(=O)C1CCCN(c2nc(C)cc(C)n2)C1 (centres undefined)	0.1%	6%	0.0%	-0.5%	-2%	0%	-7%	3%	4%
CC1CCCN(CCCNC(=O)c2ccc3c(c2)N(Cc2ccccc2F)C(=O)c2ccccc2S3(=O)=O)C1 (centres undefined)	20%	6%	x	2.1%	11%	6%	-2%	-6%	1%
CN(C)c1ccc(C2Nc3cccc4cccc(c34)N2)cc1	-0.1%	11%	x	1.5%	-6%	10%	-12%	11%	14%
CC(C)C1Oc2ccccc2N(CC(=O)N(C)C2CCCCC2)C1=O (centres undefined)	-1.4%	0%	x	1.6%	0%	8%	-7%	-3%	3%
CC1(C)Cc2cccc(OCC(=O)NCc3cccs3)c2O1	x	-4%	x	-2.1%	x	4%	x	-10%	15%
COc1ccccc1C(=O)C1CCCN(C(=O)c2cc(C(C)C)no2)C1 (centres undefined)	-0.7%	-3%	0.3%	2.1%	4%	11%	-10%	-4%	28%
O=C(C1=C[C@H](c2coc3ccccc3c2=O)C[C@H](OCCCCO)O1)N1CCN(Cc2ccc3c(c2)OCO3)CC1	-0.3%	-10%	5.6%	0.6%	-22%	6%	-3%	-11%	-3%
C/C(=N\NS(=O)(=O)c1ccc([N+](=O)[O-])cc1)c1c[nH]c2ccccc12	-0.4%	-3%	x	5.2%	-18%	4%	-12%	-1%	34%
CC(=O)Nc1ccc(NC(=O)CSc2nnc(-c3ccc(NS(C)(=O)=O)cc3)n2C)cc1C	0.3%	-2%	0.9%	1.2%	-15%	2%	-2%	-5%	3%
CC1CCCCN1C(=O)CSc1nc(N)nc(N)n1 (centres undefined)	x	-8%	x	-1.1%	x	4%	x	0%	4%
Fc1ccc(-c2csc3[n+]2CCS3)cc1	-1.0%	7%	1.4%	-0.1%	0%	10%	0%	6%	1%
NC(=O)C[n+]1cccc(C(=O)Nc2ccccc2)c1	0.3%	-4%	x	1.0%	8%	4%	-11%	-17%	6%
Cc1occc1C(=O)Nc1cc(C(C)(C)C)on1	1.1%	1%	x	-1.2%	-18%	5%	0%	4%	-3%

3 compounds from above, sorted by count of non-hydrogen atoms, low to high:
SMILES	West Nile virus CPE	PhoP inhibition	CSM14.1 death rescue	RSV CPE inhibition	GPR35 arrestin U2OS	MgcRacGAP inhibition	LYP phosphatase	NS5 inhibitors	Large T inhibition	others
Fc1ccc(-c2csc3[n+]2CCS3)cc1	-1.0%	7%	1.4%	-0.1%	0%	10%	0%	6%	1%
NC(=O)C[n+]1cccc(C(=O)Nc2ccccc2)c1	0.3%	-4%	x	1.0%	8%	4%	-11%	-17%	6%
C/C(=N\NS(=O)(=O)c1ccc([N+](=O)[O-])cc1)c1c[nH]c2ccccc12	-0.4%	-3%	x	5.2%	-18%	4%	-12%	-1%	34%

New compounds follow.
SMILES	West Nile virus CPE	PhoP inhibition	CSM14.1 death rescue	RSV CPE inhibition	GPR35 arrestin U2OS	MgcRacGAP inhibition	LYP phosphatase	NS5 inhibitors	Large T inhibition	others
CCOC(=O)N1CCC(NC(=O)C(Cc2ccccc2)NC(=O)C2CCCCC2)CC1 (centres undefined)	-0.7%	10%	0.8%	0.4%	5%	2%	-11%	-2%	-5%
Cc1ccc(NC(=O)C(=O)NCc2ccco2)c(C)c1	-0.8%	-6%	-1.4%	-1.1%	5%	3%	-3%	3%	27%
Oc1ccccc1CN1CCCC(N2CCN(c3cccc(C(F)(F)F)c3)CC2)C1 (centres undefined)	-1.3%	-4%	x	-1.4%	-9%	6%	-10%	x	6%
O=C(CCNC(=O)c1ccco1)Nc1cccc(Br)c1	0.8%	-8%	x	0.0%	-15%	-3%	-1%	-3%	7%
CCOC(=O)N1CCN(S(=O)(=O)N2CCCC(C(=O)NCc3ccc(OC)cc3)C2)CC1 (centres undefined)	-0.2%	-6%	x	3.6%	-6%	8%	-4%	-14%	1%
Cc1cc(NC(=O)c2cccc([N+](=O)[O-])c2)n(-c2ccccc2)n1	0.0%	10%	0.4%	2.4%	8%	4%	0%	-8%	2%
Cc1cccc(C(P(=O)(c2ccccc2)c2ccccc2)P(=O)(c2ccccc2)c2ccccc2)n1	-1.0%	-9%	2.7%	6.8%	4%	1%	1%	-1%	3%
Cc1ccc(S(=O)(=O)CCc2nnc(NC(=O)c3ccco3)s2)cc1	0.2%	-2%	-0.7%	0.1%	1%	7%	-4%	5%	12%
C/C(=N\NC(=O)CSc1nc2ccccc2o1)c1ccc(O)cc1	0.0%	-1%	-1.0%	2.1%	-5%	87µM*	3%	1%	19µM*
CC1CCCCC12NC(=O)N(CC(=O)c1ccc(Cl)s1)C2=O (centres undefined)	-0.7%	2%	x	2.0%	8%	-8%	-4%	-2%	2%
COC(=O)c1ccc(C(=O)OC)c(NC(=O)CSCc2ccccc2Br)c1	-0.2%	-5%	2.1%	0.3%	20%	15%	-3%	4%	8%
CCOC(=O)C(=CNc1ccc(C)cc1C)C(=O)OCC	-0.6%	-1%	2.4%	1.1%	5%	7%	8%	-6%	12%
Cc1cc(C(=O)CSc2n[nH]c(N)n2)c(C)n1-c1ccc(F)cc1	0.2%	1%	-2.0%	9.3%	9%	-2%	0%	-12%	1%	NS5 inhibitors pilot replicate=-3.2
COc1ccc2c(c1)C1CC(C)(NC(=O)C1S(=O)(=O)c1ccc(F)cc1)O2 (centres undefined)	-0.6%	-4%	-0.7%	0.9%	1%	7%	-5%	2%	23%
Cc1ccc(C)c(/C(O)=C2/C(=O)C(=O)N(CCN3CCOCC3)C2c2ccc(C)o2)c1 (centres undefined)	0.3%	3%	-0.6%	1.6%	13%	4%	4%	-9%	5%
C(=N\n1cnnc1)/c1ccc2c(c1)OCO2	1.2%	7%	-0.8%	1.2%	15%	7%	2%	-7%	-6%	NS5 inhibitors pilot replicate=4.5
N#Cc1nc(-c2ccc(OCc3ccccc3)cc2)oc1NCCCn1ccnc1	-0.4%	-1%	-5.0%	-0.2%	-6%	-1%	-11%	-3%	7%
Cc1cc(NC(=O)c2ccccc2Cl)n(C(C)(C)C)n1	0.0%	-6%	x	x	2%	x	-8%	x	5%
Cn1c(=O)n(C)c2cc(/C=N/NC(=O)c3ccc(Cl)cc3Cl)ccc21	0.9%	-6%	-0.9%	0.5%	18%	6%	-6%	-6%	-2%
CCOc1ccc(/C=N/NC(=O)CCC(=O)Nc2ccc(F)cc2)cc1	1.6%	4%	x	0.9%	-5%	2%	1%	-12%	21%

Retrieved one by one from the list above, two records:
SMILES	West Nile virus CPE	PhoP inhibition	CSM14.1 death rescue	RSV CPE inhibition	GPR35 arrestin U2OS	MgcRacGAP inhibition	LYP phosphatase	NS5 inhibitors	Large T inhibition	others
Cc1ccc(C)c(/C(O)=C2/C(=O)C(=O)N(CCN3CCOCC3)C2c2ccc(C)o2)c1 (centres undefined)	0.3%	3%	-0.6%	1.6%	13%	4%	4%	-9%	5%
COc1ccc2c(c1)C1CC(C)(NC(=O)C1S(=O)(=O)c1ccc(F)cc1)O2 (centres undefined)	-0.6%	-4%	-0.7%	0.9%	1%	7%	-5%	2%	23%

Back to the main list, repeating the four entries before the break.
SMILES	West Nile virus CPE	PhoP inhibition	CSM14.1 death rescue	RSV CPE inhibition	GPR35 arrestin U2OS	MgcRacGAP inhibition	LYP phosphatase	NS5 inhibitors	Large T inhibition	others
N#Cc1nc(-c2ccc(OCc3ccccc3)cc2)oc1NCCCn1ccnc1	-0.4%	-1%	-5.0%	-0.2%	-6%	-1%	-11%	-3%	7%
Cc1cc(NC(=O)c2ccccc2Cl)n(C(C)(C)C)n1	0.0%	-6%	x	x	2%	x	-8%	x	5%
Cn1c(=O)n(C)c2cc(/C=N/NC(=O)c3ccc(Cl)cc3Cl)ccc21	0.9%	-6%	-0.9%	0.5%	18%	6%	-6%	-6%	-2%
CCOc1ccc(/C=N/NC(=O)CCC(=O)Nc2ccc(F)cc2)cc1	1.6%	4%	x	0.9%	-5%	2%	1%	-12%	21%
CCCCN(CC)Cc1c(C)[nH]c2ccccc2c1=O	x	8%	-2.1%	0.4%	-18%	4%	-3%	-8%	1%
CCC(C)(C(=O)NC1CCCCC1)N(Cc1cccs1)C(=O)Cc1cccs1 (centres undefined)	-1.1%	8%	1.0%	0.0%	2%	3%	-6%	-2%	7%
CN(C(=O)CSc1nc(-c2ccc(F)cc2)cs1)C1CCS(=O)(=O)C1 (centres undefined)	-1.2%	-4%	-1.1%	3.9%	18%	0%	-8%	-4%	-3%
CCCCCCN(C(=O)CCCCCN1C(=O)NC(c2ccc(C(C)(C)C)cc2)C(C(=O)OCc2ccccc2)=C1C)C(C(=O)NCCCC)c1ccc(OCC(=O)OC)c(C(=O)OC)c1 (centres undefined)	0.1%	-8%	x	x	2%	x	12%	x	x
O=C(c1ccc(S(=O)(=O)Cc2ccccc2Cl)c([N+](=O)[O-])c1)N1CCOCC1	3.0%	1%	x	-0.6%	-5%	12%	-9%	-1%	5%
Nc1nnc(CCc2ccccc2)s1	-0.2%	20%	0.1%	2.0%	5%	5%	-9%	-3%	6%
CCOC(=O)CSc1nc2sc3c(c2c(=O)n1-c1ccc(OC)cc1)CCN(C)C3	-0.3%	8%	x	0.8%	-4%	x	0%	-10%	13%
COC(=O)c1ccc(CSc2ncnc3c2sc2nc(N4CCOCC4)c4c(c23)CCCC4)o1	0.6%	x	x	8.1%	x	13%	x	-6%	x
COc1ccc(C(=O)N2CCCC(CNC(=O)c3ccccc3Cl)C2)o1 (centres undefined)	-0.4%	-8%	x	1.3%	14%	11%	-1%	-1%	13%
CC(C)=CCC1=C(OCC(=O)O)C(=O)c2ccccc2C1=O	0.7%	-3%	x	2.0%	8%	12%	-3%	57%	13%
O=C(O)c1ccc(COc2ccc(Cl)cc2)o1	0.2%	-10%	0.1%	1.1%	-1%	-6%	-5%	2%	2%
